p53 reactivator: restores transcriptional activity of mutant p53; Potency, µM (top dose mostly 92.2 µM), inactives show top-dose activity change, positive = activation, actives largely listed as activators; 320,000 tested, 0.063% active; H1299 p53-A138V BP100-luciferase reporter, luminescence, 24 h; further: % of control where 0% means no effect; nearly all actives have a fitted effect of over 45% in size
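H1299 (p53-null), stable ts p53-A138V + BP100-Luc; 1000 cells/well, Opti-MEM/10% FBS; cpd 4 pt, 1:5; 24 h, 37 deg C, 5% CO2; detection reagent 10 min RT; luminescence.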
uPA generation: blocks generation of uPA at the cell surface | cell surface uPA generation assay, qHTS | Potency, µM (series often up to 38.3 µM), for the others: at the top dose activity change, negative = inhibition, most hits filed as inhibitors | 330,000 tested, 0.31% active | AID 540303; active means well fitted inhibition curve with a large enough effect; inconclusive means small, poorly fitted or top-dose-only effect; inactive means no such curve, though single readings can be large or run the other way; tested in mouse RAW 264.7 cells; further: on the % scale 0 is the no-effect control and ±100 the full control effect; nearly all actives have a fitted effect of over 55% in size
RORg inh: ROR gamma (mouse) transcription inhibition. P51450. Potency, µM (top dose mostly 53.6 µM), inactives show top-dose activity change, negative = inhibition, most hits filed as inhibitors. AID 2551. 310,000 tested, 5.4% active. Drosophila S2 Gal4-RORgamma UAS-luciferase reporter, 20 h; further: on the % scale 0 is the no-effect control and ±100 the full control effect; nearly all actives have a fitted effect of over 60% in size
Target sequence (P51450 whole entry, looked up, the tested form may be a part): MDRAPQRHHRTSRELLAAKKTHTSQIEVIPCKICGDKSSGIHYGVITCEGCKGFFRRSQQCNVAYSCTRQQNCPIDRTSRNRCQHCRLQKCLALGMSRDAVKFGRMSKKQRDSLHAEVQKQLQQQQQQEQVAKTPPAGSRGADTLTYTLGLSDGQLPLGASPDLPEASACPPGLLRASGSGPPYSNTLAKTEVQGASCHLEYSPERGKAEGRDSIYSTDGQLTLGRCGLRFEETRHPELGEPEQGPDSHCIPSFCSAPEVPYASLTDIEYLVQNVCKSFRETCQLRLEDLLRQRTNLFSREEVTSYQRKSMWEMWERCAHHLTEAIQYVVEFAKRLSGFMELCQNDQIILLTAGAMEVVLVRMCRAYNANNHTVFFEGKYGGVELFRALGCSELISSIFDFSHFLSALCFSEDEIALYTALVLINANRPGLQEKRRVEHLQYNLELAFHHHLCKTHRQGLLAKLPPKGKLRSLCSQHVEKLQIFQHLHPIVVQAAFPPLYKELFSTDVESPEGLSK
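Read-out: Photinus luciferase luminescence; inhibitors lower reporter signal. Insect Schneider cells with Gal4-ROR gamma fusion under metallothionein promoter, UAS reporter; 700 uM final copper sulfate induction, 20 hr, ambient temperature.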
NPC1 promoter act: activates the NPC1 promoter; Huh7 NPC1 promoter luciferase reporter, 24 h; Potency, µM (highest dose often 9.22 µM), for the others: at the top dose activation, hits mostly activators; 320,000 tested, 2.4% active; AID 485313;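 further: % of control where 0% means no effect; nearly all actives have a fitted effect of over 60% in size; reporter is driven by a mutant NPC1 promoter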
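Stably transfected Huh7 (NPC1 promoter→luciferase), 1500 cells/well in Opti-MEM + 10% FBS, 2 h settle, then compound 24 h at 37 °C. Luminescence after 10 min with Amplite reagent.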
Gal4-VP16 FLuc: Gal4-VP16 reporter inhibition counter-screen | Drosophila S2 Gal4-VP16 UAS-luciferase, luminescence, 20 h | 310,000 tested, 3.5% active | Potency, µM (titrated, usually from 53.6 µM), for the others: at the top dose activity, negative = inhibition, most hits filed as inhibitors;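 further: Gal4-VP16 expression switched on by copper sulfate through the metallothionein promoter; on the % scale 0 is the no-effect control and ±100 the full control effect; nearly all actives have a fitted effect of over 50% in size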
FLuc modulator: firefly luciferase modulation, counter-screen for miR-21 project. Potency, µM (doses to about 57.5 µM), for inactives: at the highest dose activity change, negative = inhibition, usual class: inhibitors. 360,000 tested, 6.9% active. P08659. purified FLuc, Km substrates, luminescence inhibition;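 further: plate controls were vehicle for no effect and reference inhibitor for full effect; nearly all actives have a fitted effect of over 55% in size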
Target sequence (P08659 whole entry, looked up): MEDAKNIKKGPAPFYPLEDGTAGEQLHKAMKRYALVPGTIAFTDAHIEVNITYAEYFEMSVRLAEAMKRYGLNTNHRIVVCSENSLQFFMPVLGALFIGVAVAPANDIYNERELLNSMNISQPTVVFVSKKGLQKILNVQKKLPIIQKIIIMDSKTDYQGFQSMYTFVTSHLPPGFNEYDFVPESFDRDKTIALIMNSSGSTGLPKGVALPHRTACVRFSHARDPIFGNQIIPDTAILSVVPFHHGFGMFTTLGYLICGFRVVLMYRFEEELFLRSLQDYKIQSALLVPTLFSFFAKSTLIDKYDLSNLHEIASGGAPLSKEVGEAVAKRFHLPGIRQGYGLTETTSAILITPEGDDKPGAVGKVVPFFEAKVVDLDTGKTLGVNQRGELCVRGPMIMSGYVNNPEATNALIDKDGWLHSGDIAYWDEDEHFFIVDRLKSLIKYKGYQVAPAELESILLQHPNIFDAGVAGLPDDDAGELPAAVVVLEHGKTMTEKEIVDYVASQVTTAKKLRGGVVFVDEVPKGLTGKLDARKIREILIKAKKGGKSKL
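Biochemical qHTS of compounds, final roughly 60 µM downward over six points, against 10 nM purified firefly luciferase using Km concentrations of substrates (10 uM D-luciferin, 10 uM ATP) in Tris acetate pH 7.5 buffer; luminescence output.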
CXXC DNA block: blocks binding of human MLL CXXC domain to DNA; MLL-CXXC / FITC-HOXA9 DNA fluorescence polarization; 290,000 tested, 0.037% active; Potency, µM (titrated, usually from 115 µM), for inactives: top-dose activity change, negative = inhibition, actives largely listed as inhibitors; active means well fitted inhibition curve with a large enough effect in the polarisation, with a control signal flat, not every such curve was filed as active; inconclusive means small, poorly fitted or top-dose-only effect, or effect the other way, or a change in a side signal; inactive means no such curve, though single readings can be large or run the other way; the % refers to the polarisation
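Steps: dispense CXXC domain solution (7 uM) → pin compounds or unlabeled HOX-A9 DNA control → 5 min ambient → add FLSN-HOX-A9 solution (50 nM) → spin → 30 min ambient → fluorescence polarization. Tris pH 7.5/NaCl/DTT/BSA buffer.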
BRCA1 expr up: activators of BRCA1 expression; Potency, µM (highest dose often 46.1 µM), inactives show at the highest dose activation, hits mostly activators; MCF7-BRCA1-FFLuc reporter, luminescence, 48 h; response scale: scaled: vehicle 0%, 10 µM genistein 100%; 380,000 tested, 1.1% active; further: nearly all actives have a fitted effect of over 80% in size; some results filed as inactive show a strong effect at the top dose
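Luminescence from a BRCA1-driven firefly luciferase in MCF7 cells was read after 48 h compound exposure at 37 C. Data normalized against DMSO and a 10microM genistein activation control, then curve-fitted across the titration.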
Rab9 promoter act: activators of Rab9 promoter; Huh7 Rab9 promoter-luciferase reporter, luminescence, 24 h; Potency, µM (series often up to 9.22 µM), without a hit: at the top dose activation, negative = inhibition, usual class: activators; 320,000 tested, 2.8% active; AID 485297; further: % of control where 0% means no effect; nearly all actives have a fitted effect of over 60% in size
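Huh7 reporter line, Rab9 promoter upstream of luciferase. Compound exposure 24 h at 37 °C in reduced-serum medium with 10% FBS. Read-out: luminescence.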
ELG1 genotox: genotoxicity induction in ELG1-luciferase HEK293T cells | Potency, µM (series often up to 46 µM), inactives show at the highest dose activity change, positive = activation, usual class: activators | AID 504466 | 330,000 tested, 1.3% active | HEK293T ELG1-luciferase reporter, luminescence, 16 h; further: % of control where 0% means no effect; nearly all actives have a fitted effect of over 60% in size
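Luminescence read-out: rising ELG1-luciferase signal, reflecting elevated ELG1 protein under genetic stress, flags genotoxic compounds. Cells were treated for 16 hr at 37 °C before ONE-Glo detection.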
MBNL1-CUG inh: inhibitors of human MBNL1 binding to CUG repeat RNA | Q9NR56 | TR-FRET MBNL1-His/biotin-(CUG)12 binding, 665/545 ratio | Potency, µM (top dose mostly 57.5 µM), for inactives: top-dose activity change, negative = inhibition, hits mostly inhibitors | 280,000 tested, 0.036% active; active means well fitted inhibition curve with a large enough effect in the signal ratio, with a control signal flat, not every such curve was filed as active; inconclusive means small, poorly fitted or top-dose-only effect, or effect the other way, or a change in a side signal; inactive means no such curve, though single readings can be large or run the other way; the % refers to the signal ratio; further: on the % scale 0 is the no-effect control and ±100 the full control effect
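MBNL1-His + Biotin-(CUG)12, cpd titration 92 nM–58 uM; Tb anti-His Ab 0.055 ng/ul, SA-XL665 5 nM (final); 60 min RT; ratiometric 665/545 nm, Ex 340 nm; normalized to buffer and full-complex controls.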
Active calls of the source: *; u = inconclusive; x = not tested or not shown; & = joins results of further samples; [ ] = remark or other dose. Unless noted, the call rests on the fitted dose curve; in most records, active means well fitted curve in the direction sought with a large enough effect; inconclusive means small, poorly fitted or top-dose-only effect, or another doubt; inactive means no such curve, though single readings can be large; an effect the other way counts as inactive or inconclusive. Potency means the concentration at half of the fitted maximal effect. Only part of the results is shown; the hit share may differ from the screen's.

smiles	p53 reactivator	uPA generation	RORg inh	NPC1 promoter act	Gal4-VP16 FLuc	FLuc modulator	CXXC DNA block	BRCA1 expr up	Rab9 promoter act	ELG1 genotox	MBNL1-CUG inh
O=C(Nc1ccccc1F)c1cc(S(=O)(=O)N2CCCCC2)cs1	0.1%	x	u	1.8%	18.7%	6.8%[2.3 µM]	5.6%	-16.4%	-0.7%	-3.0%	10.7%
C=CCn1c(COc2ccccc2)nnc1SC(C)C(=O)N/N=C/c1cc(Cl)ccc1O (configuration not stated)	u	-8.8%	12.6µM*	1.3%	u	-0.8%	2.4%	-85.7%	2.7%	8.1%	-12.7%
COC(=O)/C(=C/c1c[nH]c2ccccc12)NC(C)=O	6.2%	-0.9%	7.7%	-2.8%	-1.7%	3.3%	-6.3%	-3.8%	-1.8%	-0.5%	u
CCC1Sc2ccccc2N(CC(=O)NC2CCCC2)C1=O (configuration not stated)	-3.8%	10.3%	42.3%	-3.1%	-3.3%	1.3%	12.3%	65.5%	6.1%	-0.8%	4.5%
O=S(=O)(Cc1ccccc1)c1nc2ccccc2n1Cc1ccccn1	13.7%	2.1%	6.1%	0.3%	-19.0%	-6.9%	11.0%	2.3%	-1.8%	-10.5%	21.3%
CC1Cc2nc(SCC(=O)NCc3ccco3)n(Cc3ccccc3)c(=O)c2S1 (configuration not stated)	u	4.0%	u	12.9%	u	-13.8%	-7.2%	60.3%	10.7%	5.6%	13.0%
CCn1nc(C)c([N+](=O)[O-])c1C(=O)NNC(=O)c1ccc(Cl)cc1	-1.9%	0.3%	-18.3%	-4.8%	-1.0%	4.1%	1.7%	1.3%	4.1%	-0.2%	x
Cc1ccccc1NC(=O)c1cc2c(=O)n3cccc(C)c3nc2s1	10.4%	-8.2%	4.6%	-3.4%	-9.7%	5.0%	26.8%	-27.7%	6.5%	11.6%	8.8%
CCn1c2ccccc2c2nnc(SCC(=O)NCc3cccs3)nc21	-4.8%	2.2%	5.8%	-0.4%	0.0%	-1.6%	6.9%	0.2%	2.5%	3.7%	u
COc1ccccc1N(CC(=O)NCCSCc1ccccc1)S(=O)(=O)c1ccc(C)cc1	4.2%	1.4%	-27.9%	-2.4%	u	1.5%&-1.3%	-8.0%	-57.0%&-60.5%	-1.2%	-35.8%[inhibitor]	-5.8%
COc1ccc2cc3c(N)nn(C(=O)c4ccccc4Cl)c3nc2c1	-4.1%	4.5%	5.6%	-0.5%	-9.8%	u	-7.5%	-41.1%&-50.2%	10.7%	-7.7%	u
O=C1CCC(=O)N(O)CCCCCNC(=O)CCC(=O)N(O)CCCCCNC(=O)CCC(=O)N(O)CCCCCN1	13.2%	-7.4%	-27.4%	-9.9%	-9.0%	-0.4%	1.5%	-53.4%	-3.2%	9.5%	3.8%
C=CCNC(=O)CN1CCC(c2nc3cc(C)c(C)cc3[nH]2)CC1	-2.5%	-0.8%	21.0%	-4.4%	-13.1%	u	6.5%	-21.9%	-3.5%	-0.9%	0.2%
Nc1ccc(Oc2ccc([N+](=O)[O-])cc2[N+](=O)[O-])cc1	12.9%	u	8.91µM*	6.3%	2.8%	-9.8%	-10.5%	-14.9%	10.2%	0.8%	u
C=CCCC(=O)NC1CC(C)(C)Cc2c1cnn2-c1cccc(F)c1 (configuration not stated)	-5.4%	11.9%	21.5%	-0.8%	-0.8%	0.7%	-10.4%	0.2%	-4.0%	0.1%	1.4%
NC(=O)C1CCN(C(=O)CSc2nc(O)cc(=O)[nH]2)CC1	x	1.1%	-17.4%	1.4%	-4.5%	3.8%	21.4%	2.0%	0.8%	1.0%	-2.1%
O=C(CCCSc1nc2ccccc2s1)NCc1ccco1	9.5%	1.2%	14.1µM*	0.4%	11.2µM*	u	-9.7%	-51.4%	-0.1%	0.5%	3.8%
Cc1cc2oc(=O)cc(CN3CCCCC3C)c2c(C)c1Cl (configuration not stated)	4.9%	1.1%	-11.3%	-4.1%	-4.4%	-15.9%	1.7%	-3.5%	6.8%	6.1%	4.8%
CCCC(=O)Nc1nc(-c2ccccc2)c(CC)s1	4.2%	-1.2%	-34.0%	-0.5%	20.7%[10 µM]	-2.9%	0.4%	-47.8%	-7.3%	1.7%	0.3%
CCN(CC(=O)Nc1c(F)cccc1F)C(=O)Cc1sc(C)nc1-c1ccc(F)cc1	-7.3%	-1.8%	x	8.5%	x	-1.6%	x	-2.2%	6.6%	0.7%	x
Cc1cc(=O)oc(C)c1C(=O)NCc1c(F)cc(F)cc1F	x	x	-11.0%	1.7%	-4.2%	2.2%	-4.5%	3.4%	-1.7%	x	-0.2%
COc1ccccc1CNC(=O)c1cccnc1	22.7%	0.2%	-15.6%	-2.9%	-6.8%	-1.0%	-10.4%	-0.6%	2.9%	-2.7%	1.7%
CCCn1nnnc1SCC(=O)N1CCN(C(=O)c2ccco2)CC1	-0.3%	-2.1%	1.5%	-0.2%	-0.3%[0.365 µM]	-20.1%	0.9%	-0.4%	-1.5%	-7.9%	2.3%
Cc1cc(C)n2nc(C(=O)Nc3ccn(Cc4ccccc4C)n3)cc2n1	-3.9%	4.6%	-9.8%	0.0%	-2.7%	u	-5.8%	0.0%	-7.0%	-4.8%	-10.2%
O=C(CCN1C(=O)C2CC=CCC2C1=O)Nc1ccc(S(=O)(=O)N2CCCCC2)cc1 (configuration not stated)	2.2%	2.3%	x	-2.2%	x	0.0%	x	-3.2%	-2.0%	-2.0%	x
C=C(C)CN(CC)C(=O)CSc1ccc(S(=O)(=O)N2CCN(C)CC2)cn1	-4.0%	0.2%	x	2.1%	x	9.9%	x	-10.1%	-2.8%	-0.4%	x
CCOc1ccc(S(=O)(=O)N(CC)CC(=O)NCc2ccncc2)cc1C	3.7%	0.2%	3.4%	-3.0%	5.3%	-2.1%	-3.6%	-6.4%	-11.9%	-8.3%	2.8%
CC(C)c1cc(C(=O)N/N=C/C(Br)=C/c2ccccc2)n[nH]1	-18.6%	u	-9.0%	-25.5%	-5.5%	u	152.4%[activator]	-79.8%	-20.1%	8.7%	u
COc1ccc(N2CCN(Cc3cc(=O)oc4cc(-c5ccccc5)c(O)cc34)CC2)cc1	-3.8%	-1.6%	-0.7%	0.7%	u	3.1%	6.8%	-34.9%	-5.6%	10.9%	13.8%
O=C(N/N=C/c1cc(Cl)cc([N+](=O)[O-])c1O)c1cccc(S(=O)(=O)N2CCOCC2)c1	-3.1%	-0.2%	x	-2.3%	x	-0.3%	x	-85.9%	-1.3%	0.4%	x
CC(C)(C)CNC(=O)c1ccc2c(c1)S(=O)(=O)c1cc(Cl)ccc1C2=O	u	-0.5%	x	2.5%	x	4.5%	x	0.0%	-2.7%	4.1%	x
CC(=O)Nc1cccc(NC=C(C#N)C#N)c1	-2.0%	-5.5%	-10.9%	4.6%	-0.7%	1.9%	-3.3%	-1.9%	-1.5%	0.2%	-10.5%
COc1ccc(NS(=O)(=O)c2ccc(NS(=O)(=O)c3ccc(C)cc3)cc2)nn1	-7.8%	-1.5%	17.3%	1.2%	-5.6%	-5.6%	-8.7%	-6.5%	3.1%	-1.4%	-6.2%
O=C(NC(=S)Nc1ccccn1)c1ccc([N+](=O)[O-])cc1	u	-3.4%	5.01µM*	2µM*	11.2µM*	5.36µM*	5.0%	60.6%	1µM*	u	u

Quoted from the listing:
`C=C(C)CN(CC)C(=O)CSc1ccc(S(=O)(=O)N2CCN(C)CC2)cn1` | FLuc modulator = 9.9%
`COc1ccccc1CNC(=O)c1cccnc1` | CXXC DNA block = -10.4%
`COc1ccc(N2CCN(Cc3cc(=O)oc4cc(-c5ccccc5)c(O)cc34)CC2)cc1` | RORg inh = -0.7%

Assay outcomes (PubChem)
